PV pol inh – poliovirus RdRp elongation inhibitors, primary screen, biochemical, fluorescence polarization, total intensity; poliovirus polymerase elongation; stronger effect = lower value; % elongation, % (compound at 16.7 µg/mL); 0.66% of 150,000 active; AID 588519, 2011; in the data active = % elongation below about 90%; also: some results filed as inactive read as strong as hits
Target sequence (P03300 1749-2209 limits assumed): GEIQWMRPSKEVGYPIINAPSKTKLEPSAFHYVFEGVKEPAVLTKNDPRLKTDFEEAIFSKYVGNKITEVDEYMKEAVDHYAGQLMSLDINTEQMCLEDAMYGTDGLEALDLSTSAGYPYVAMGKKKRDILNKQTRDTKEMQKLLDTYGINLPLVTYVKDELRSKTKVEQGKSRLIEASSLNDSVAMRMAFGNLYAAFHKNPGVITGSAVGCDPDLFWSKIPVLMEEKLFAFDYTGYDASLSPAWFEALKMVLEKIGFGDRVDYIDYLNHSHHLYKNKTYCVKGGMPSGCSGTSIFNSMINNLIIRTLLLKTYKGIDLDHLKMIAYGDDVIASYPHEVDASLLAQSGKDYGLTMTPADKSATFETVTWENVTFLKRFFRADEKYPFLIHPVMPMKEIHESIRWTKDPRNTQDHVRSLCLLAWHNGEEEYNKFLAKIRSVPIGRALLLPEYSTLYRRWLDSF
PV pol inh FP z-score – recorded beside PV pol inh, whose call it bears; z-score; measured here: FP z-score; hits read low
The depositor's hits bear a star; & = joins results of further samples. A portion of the library; rates above refer to the full screens.

Value order: PV pol inh, PV pol inh FP z-score
> COc1ccc(CN2C(=O)N(c3cccc(C)c3)C(=O)C2CC(=O)Nc2ccc(F)cc2)cc1OC (stereo not given)
→ 102.0, -0.3
> CC1CCN(c2nnc(-n3cccc3CNc3cccc(F)c3)s2)CC1
→ 99.0, -1.4
> OCCN(CCO)CC(O)Cn1c2ccc(Br)cc2c2cc(Br)ccc21 (stereo not given)
→ 99.0, -0.8
> Cc1nn(C)c(C)c1/C=C/C(=O)O
→ 100.0, -0.1
> CCOC(=O)C1CCN(c2ncnc3c2cnn3C)CC1
→ 100.0, -0.3
> COC(=O)Cn1cc(C=C2C(=O)N(C)C(=O)N(C)C2=O)c2ccccc21
→ 101.0, -0.2
> CNC(=O)NC(=O)CSc1ccc(NC(C)=O)cc1
→ 101.0, -0.5
> CNCC12CC3CC(CC(C3)C1)C2
→ 104.0, 0.7
> Cc1sc2ncnc(NCc3ccccn3)c2c1C
→ 102.0, 0
> CCOc1ccc(C(=O)CCC(=O)N2CCNC(=O)C2)cc1
→ 106.0, 0.5
> O=C(Nc1ccccc1C(=O)O)OCC1c2ccccc2-c2ccccc21
→ 103.0, -0.2
> CCOc1cc(-c2ccc(OC(=O)c3ccccc3Cl)c(OC)c2)cc(=O)c2c(C)oc(C)c12
→ 108.0, 0.5
> CCOC(=O)C1=C(c2ccccc2)Nc2nnnn2C1c1ccc(Br)cc1 (stereo not given)
→ 102.0, 0.1
> S=c1[nH]nc(C23CC4CC(CC(C4)C2)C3)o1
→ 98.0, -0.5
> Cc1nc(SC(C)C(=O)Nc2ccccc2Cl)cc(-c2ccccc2)n1 (stereo not given)
→ 107.0, 0.4
> ONc1nc2ccccc2nc1NO
→ 101.0, 0.1
> COc1ccccc1CNC(=O)COC(=O)c1cccc2ccccc12
→ 101.0, 0
> COc1ccc(NC(=O)Cn2ncc3c4ccccc4n(Cc4ccccc4)c3c2=O)cc1OC
→ 111.0, 0.3
> CCC(=O)Nc1nc(-c2ccccn2)cs1
→ 106.0, 1.7
> CC1CCN(S(=O)(=O)c2ccc3c(c2)N(CC(=O)NCCCN2CCCCC2C)C(=O)CS3)CC1 (stereo not given)
→ 109.0, -0.4
> COc1cc([C@@H]2Nc3c(F)cccc3[C@@H]3C=CC[C@@H]32)cc(Br)c1OC
→ 113.0, 0.3
> FC(F)(F)c1nc(NCc2ccco2)nc2c1CCCCC2
→ 99.0, -0.1
> COc1cccc(Nc2cc(C)nc3ccccc23)c1
→ 102.0, 0
> CC(=O)Oc1ccc(-c2ccc(C(=O)O)cc2)cc1
→ 102.0, 0
> COc1ccc(Cl)cc1NC(=O)C(OC)c1ccccc1 (stereo not given)
→ 101.0, -0.2
> COc1ccccc1Cc1nc2ccccc2nc1SCC(=O)N1CCCCC1
→ 104.0, -0.5
> CSCCC(NS(=O)(=O)c1cccs1)C(=O)Nc1ccc(C)c(Cl)c1 (stereo not given)
→ 114.0, 1.6
> Cn1cccc1C(=O)OCC(=O)c1ccc(Br)cc1
→ 99.0, -0.5
> O=C(COc1ccc(Cl)cc1)Nc1ccc(C(=O)OCc2cc(=O)n3ccsc3n2)cc1
→ 98.0, -2.1
> CC(C)(C)NC(=O)c1ccc2c(c1)C(=O)N(Cc1ccco1)C2=O
→ 100.0, -0.1

The final 2 compounds of the section before open the next one:
Value order: PV pol inh, PV pol inh FP z-score
> O=C(COc1ccc(Cl)cc1)Nc1ccc(C(=O)OCc2cc(=O)n3ccsc3n2)cc1
→ 98.0, -2.1
> CC(C)(C)NC(=O)c1ccc2c(c1)C(=O)N(Cc1ccco1)C2=O
→ 100.0, -0.1
> CCN1C(=O)c2ccccc2S(=O)c2ccc(C(=O)NCCC3=CCCCC3)cc21 (stereo not given)
→ 101.0, 0.1
> O=C(CSc1nn2cnnc2s1)N1CCCC1
→ 101.0, -0.2
> CCOC(=O)c1sc(Nc2ccccc2C(F)(F)F)c(C(=O)OCC)c1N
→ 101.0, -0.4
> COc1ccc2oc(-c3ccco3)cc(=O)c2c1
→ 100.0, -0.7
> Cn1c(-c2ccc(Br)cc2)cnc1SCC(=O)N1CCNC1=O
→ 105.0, 0.3
> CCN1CCCC1CNC(=O)c1ccccc1Cl (stereo not given)
→ 107.0, 0.4
> c1nnc(NC2=NCCCCC2)s1
→ 93.0, -0.9
> CCCOc1ccc(C(=O)Nc2cc(-c3nc4ccccc4[nH]3)ccc2C)cc1
→ 104.0, 0.1
> CCc1cccc(NC(=O)CN(c2ccc(C)cc2)S(=O)(=O)c2cccs2)c1
→ 109.0, 0.4
> CC(C)Oc1ccc(C(=O)N2CCC(c3nc4ccccc4o3)CC2)cc1
→ 109.0, 0.6
> CC(C)CC(NC(=O)c1ccc(C#CC(C)(C)O)s1)C(=O)O (stereo not given)
→ 100.0, -0.1
> COC(=O)c1ccc(CSc2nnc(-c3ccccc3)n2-c2ccccc2)o1
→ 101.0, -0.3
> CSc1nc(-c2ccccc2)ccc1C#N
→ 99.0, -0.2
> O=C(NC1CC2CCCC(C1)N2C(=O)NCc1ccccc1)C1CC1 (stereo not given)
→ 102.0, -0.1
> O=C(COc1ccccc1)Nc1nnc(S(=O)(=O)N2CCCC2)s1
→ 109.0, 0.2
> COc1ccc2oc(=O)cc(CN3CCN(c4ccccc4OC)CC3)c2c1
→ 110.0, 0.3
> Cc1ccc2oc(=O)c3cc(C(=O)N(Cc4ccco4)C4CCCCC4)sc3c2c1
→ 104.0, 0.7
> COc1ccc2c(c1)CCc1c(C(=O)Nc3cc(C)ccc3O)noc1-2
→ 101.0, -0.3
> O=C(O)c1oc2ccccc2c1CSC1=NCCS1
→ 96.0, -1.3
> COc1ccc(C2=NN(CCC(=O)NCCCN3CCN(c4ccccc4F)CC3)C(=O)CC2)cc1
→ 100.0, -0.1

Shown bar-delimited: 2 of the compounds above.
compound | PV pol inh | PV pol inh FP z-score
O=C(O)c1oc2ccccc2c1CSC1=NCCS1 | 96.0 | -1.3
COC(=O)c1ccc(CSc2nnc(-c3ccccc3)n2-c2ccccc2)o1 | 101.0 | -0.3

(cont.)
Value order: PV pol inh, PV pol inh FP z-score
> Cc1cccc(NC(=O)CSc2nnc(CNC(=O)c3c(F)cccc3Cl)o2)c1C
→ 115.0, 0.7
> FC(F)(F)c1cccc(-n2nnnc2-c2ccccc2)c1
→ 100.0, -0.9
> Cc1cc(Nc2ccc(C(=O)Nc3ccc4c(c3)OCO4)cc2)n2ncnc2n1
→ 105.0, 0.9
> CCOc1ccc(CN2C(=O)c3ccccc3Sc3ccc(C(=O)O)cc32)cc1
→ 106.0, -0.3
> Cc1occc1C(=O)NC1CCN(C)CC1
→ 99.0, -0.7
> O=C(Nc1cccc(Cn2cccn2)c1)c1csc2ccccc12
→ 98.0, -0.3
> O=C(C1COc2cc(S(=O)(=O)NCCc3ccccc3)ccc2O1)N1CCCCC1 (stereo not given)
→ 101.0, 0.1
> NC(=O)c1c(NC(=O)/C=C/c2cccs2)sc2c1CCCC2
→ 99.0, -0.2
> Cc1ccc(C2c3c(-c4cc(C)ccc4O)n[nH]c3C(=O)N2Cc2ccco2)cc1 (stereo not given)
→ 100.0, -1.5
> CN1CCN(CCCNC(=O)Cn2c(-c3cccs3)cc3cc(Cl)ccc32)CC1
→ 110.0, 0.1
> O=C(NCc1ccco1)c1ccc(COCC(F)(F)C(F)F)cc1
→ 100.0, -0.5
> COc1cccc(OC)c1OCCOc1ccccc1C
→ 97.0, -0.9
> c1ccc(-c2nnc(SCCC3OCCCO3)o2)cc1
→ 103.0, 0.5
> Cc1nn(CC(=O)Nc2cc(F)ccc2F)c(=O)c2cccn12
→ 112.0, 0.2
> Cc1cc(-c2ccccc2)nc2cc(C(N)=O)nn12
→ 104.0, 0.6
> Cc1cn2c(=O)cc(COC(=O)c3ccc(NC(=O)c4ccc(F)cc4)cc3)nc2s1
→ 108.0, 0.5
> CCOc1ccc(C(=O)Nc2c(C(=O)Nc3ccccc3OC)oc3ccccc23)cc1OCC
→ 105.0, 0.2
> CCS(=O)(=O)Nc1cccc(C(=O)CC2(O)C(=O)Nc3ccc(Br)cc32)c1 (stereo not given)
→ 99.0, -1.2
> COc1ccc(C(=O)NNc2ncnc3c2cnn3-c2ccc(C)c(Cl)c2)cc1
→ 104.0, -0.4
> Cc1ccc(NC(=O)Cc2nc(CSc3nnc(-c4ccc5c(c4)OCO5)o3)cs2)cc1
→ 106.0, 0.4
> O=C(c1ccco1)N1CCN(C(=O)c2ccc(CS(=O)c3ccc(Br)cc3)o2)CC1 (stereo not given)
→ 103.0, 0.4
> C#CC(CCN1CCCCC1)(OC)c1ccccc1 (stereo not given)
→ 102.0, 0
> CC(C)(C)C(=O)C(Cc1c(F)cccc1Cl)C(=O)C(C)(C)C
→ 102.0, -0.2
> CS(=O)(=O)c1nc2ccccc2n1CC(=O)N1CCCC1
→ 105.0, 1
> Cc1ccc(OCC(=O)Nc2ccc(Cl)c(-c3nc4ncccc4o3)c2)cc1C
→ 108.0, 0.7
> O=C1CCN(Cc2ccccc2)C(=O)N1
→ 102.0, 0.1
> CCOC(=O)Cc1c(-c2ccccc2)c2cc(Cl)ccc2[nH]c1=O
→ 104.0, 0.5
> CC1CCN(C(=O)NC(C(F)(F)F)C(F)(F)F)CC1
→ 100.0, -0.1
> Nc1c(C(=O)Nc2ccc(OC(F)(F)F)cc2)sc2nc(-c3ccncc3)ccc12
→ 126.0, 3.4
> Cc1ccccc1COC(=O)CCC1=NS(=O)(=O)c2ccccc2N1
→ 100.0, -0.3
> CCN(Cc1ccccc1)S(=O)(=O)c1c[nH]c(C(=O)OC)c1
→ 103.0, 0.2
> COc1ccc(-c2nc(CS(=O)CC(=O)NC3CCCC3)c(C)o2)cc1 (stereo not given)
→ 101.0, 0.3
> NC(=S)NCCC[C@H](N)C(=O)O
→ 100.0&99.0, -0.1&0.1
> O=C(O)c1ccc(NC(=O)c2cn(-c3ccccc3)nc2-c2ccc(Br)cc2)cc1
→ 109.0, 0.5
> CCc1ccc(-n2c(=O)c3ccccc3n(CC(=O)C(C)(C)C)c2=O)cc1
→ 103.0, 0.5
> Cc1ccccc1NCc1cccn1-c1nnc(N2CCC(C)CC2)s1
→ 104.0, -0.3
> CCCN(Cc1cccs1)C(=O)Nc1ccc(Cl)cc1
→ 102.0, 0.1
> CC(NC(=O)Nc1cccc(C(F)(F)F)c1)c1nc2ccccc2[nH]1 (stereo not given)
→ 102.0, 0.1
> CN1CCN(C(=O)c2ccc3c(c2)N(Cc2ccc(F)cc2)C(=O)c2ccccc2S3(=O)=O)CC1
→ 106.0, 0.2
> CC(C(=O)Nc1ccc(Br)cc1)N1CCN(c2ccccc2)CC1 (stereo not given)
→ 101.0, -0.1
> Clc1cccc2c(N3CCCCCC3)cnnc12
→ 100.0, -0.5
> C[N+]1(CC2COC(C3CC=CCC3)O2)CCCC1 (stereo not given)
→ 104.0, 0.8
> Cc1ccc(N2C(=O)CC(=O)N(c3ccc(C)cc3C)C2=O)c(C)c1
→ 114.0, 0.9
> CCn1c(SCC(=O)/C(C#N)=C2\Sc3ccccc3N2C)nc2ccccc21
→ 114.0, 1.4
> CCCNC(=O)OCC12CC3CC(CC(C3)C1)C2
→ 102.0, 0.4
> O=C(CCCN1C(=O)CCC1=O)Nc1cccc2c1CCCC2
→ 103.0, 0.4
> c1csc(-c2nn[nH]n2)c1
→ 103.0, 0.2
> O=C(Nc1nccs1)c1cc2c(=O)n3ccccc3nc2s1
→ 103.0, 0.2
> Cc1cccn2c(=O)c3cc(C(=O)NC4CCSC4=O)sc3nc12 (stereo not given)
→ 101.0, -0.1
> O=C(Nc1cc2c(cc1C(=O)c1ccc(Br)cc1)OCCO2)c1ccc(Cl)cc1
→ 104.0, 0.2

Continued:
Value order: PV pol inh, PV pol inh FP z-score
> O=C(CN1N=C(c2ccc(Cl)cc2)CCC1=O)NCCc1ccc(Cl)cc1
→ 110.0, -0.2
> Cc1nn(CCCC(=O)NCc2cccc(F)c2)c(=O)c2nn(-c3ccccc3)c(C)c12
→ 114.0, 1.3
> CCOC(=O)C(C#N)c1nc2ccccc2nc1N(CC)CC (stereo not given)
→ 78.0, -2.6
> CCN1CCCC1CNC(C)C(=O)Nc1ccc(Oc2ccccc2)cc1 (stereo not given)
→ 97.0, -0.5
> CC(=O)Nc1no[n+]([O-])c1C(N)=O
→ 103.0, 0.3
> OCCNc1nc2nonc2nc1NCCO
→ 100.0, -0.4
> CN(C)CCCO[C@H]1[C@@H](C(O)CO)OC2OC(C)(C)O[C@H]21 (stereo not given in full)
→ 100.0, 0.1
> Cc1cc2ncn(S(C)(=O)=O)c2cc1C
→ 101.0, 0.3
> Cc1cccc(NC(=O)Cn2c(=O)n(CCC(C)C)c(=O)c3cccnc32)c1
→ 103.0, -0.3
> CCN(CC)[P+](NC(=O)c1ccccc1)(c1ccccc1)N(CC)CC
→ 110.0, 0.5
> COc1ccc(-c2csc3ncnc(Nc4ccc(OC)c(OC)c4)c23)cc1
→ 104.0, -0.2
> CCc1ccc(N2C(=O)N(CC(=O)N(CC)CC)c3ccccc3S2(=O)=O)cc1
→ 99.0, -0.7
> CCOc1ccc(-c2nc3ccc(-c4nc5ccc(N6CCN(C)CC6)cc5[nH]4)cc3[nH]2)cc1
→ 98.0&97.0, -0.4&-0.1
> CCC(C)C(NC(=O)c1cccc(Cl)c1)C(=O)OC (stereo not given)
→ 106.0, 0.5
> CC1CCCN(CCCNC(=O)c2cc(Sc3ccc(F)cc3)nc3ccccc23)C1 (stereo not given)
→ 106.0, -0.5
> Cc1ccc(C)c(N2CCN(S(=O)(=O)c3ccc4c(c3)C(C(C)C)C(=O)N4)CC2)c1 (stereo not given)
→ 104.0, -0.3
> COC(=O)c1ccc(Nc2nc(-c3ccccc3Cl)nc3ccccc23)cc1
→ 103.0, -0.3
> CCCC(Nc1cccc(Br)c1)N1C(=O)CCC1=O (stereo not given)
→ 102.0, 0.5
> CCNc1c(NC(=O)Cc2ccccc2)c(=O)oc2ccccc12
→ 104.0, 0.5
> CN1C(=O)/C(=C2\SC(=S)N(C(CC(=O)O)C(=O)O)C2=O)c2ccccc21 (stereo not given)
→ 101.0, -0.1
> Cc1cc2oc(=O)cc(CSc3nnc(-c4ccco4)n3CC(C)C)c2cc1Cl
→ 104.0, 0.2
> CCOC(=O)c1cc2c(=O)[nH]c(C(F)(F)F)nc2o1
→ 103.0, 0.1
> O=C1c2ccccc2C(=O)n2ccnc21
→ 97.0, -1.6
> Cc1cc(C(=O)NC(C)C(C)(C)C)cs1 (stereo not given)
→ 100.0, -0.3
> CCOC(=O)c1c(C)n(C)c2cc(Br)c(C)cc12
→ 101.0, -0.2

Assay outcomes (PubChem)
